Source: PubChem BioAssay (several laboratories)
PERK inhibitor: block of dimerizer-induced PERK translation repression, primary screen, PERK inhibitor project, CHO PERK-DD cells, SEAP luminescence, HTS; Eukaryotic translation initiation factor 2-alpha kinase 3 (Homo sapiens), Q9NZJ5; CHO PERK-DD fusion, SEAP luminescence translation reporter; inhibition, % at 5.6 µM; 220,000 compounds, 0.17% hits; AID 1416, 2008;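 active means inhibition above the mean inhibition of all tested compounds plus 3 SD, set separately per screening campaign, cut at about 2.9% in these data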;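 further: PERK kinase domain activated by AP20187 dimerizer at 100 nM; 0% = DMSO with dimerizer and 100% = rapamycin at 8.4 µM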
S1P4 ag: S1P4 receptor agonists, primary screen, cell-based. Sphingosine 1-phosphate receptor 4 (Homo sapiens), O95977. 220,000 compounds, 0.35% hits. activation, % at 4.98 µM. S1P4-expressing cell line, agonist reporter assay; in the data active means activation above about 11%;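 further: 0% = DMSO vehicle and 100% = reference agonist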
Target sequence (O95977 whole entry, looked up): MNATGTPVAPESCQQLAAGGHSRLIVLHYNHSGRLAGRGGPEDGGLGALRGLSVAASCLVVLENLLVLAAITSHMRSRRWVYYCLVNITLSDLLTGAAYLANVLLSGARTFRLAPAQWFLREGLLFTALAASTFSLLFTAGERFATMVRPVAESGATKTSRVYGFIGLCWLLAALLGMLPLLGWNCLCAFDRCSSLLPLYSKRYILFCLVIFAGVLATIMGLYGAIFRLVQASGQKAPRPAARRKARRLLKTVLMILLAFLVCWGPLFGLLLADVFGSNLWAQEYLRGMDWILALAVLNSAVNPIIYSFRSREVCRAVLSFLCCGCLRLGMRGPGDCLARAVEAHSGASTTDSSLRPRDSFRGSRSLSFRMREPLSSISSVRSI
BaF3 tox: parental Ba/F3 cell viability inhibition, counter-screen for JAK2V617F inhibitor project, murine pro-B, CellTiter-Glo luminescence; CellTiter-Glo ATP luminescence; inhibition, % at 5.6 µM; 220,000 compounds, 1.1% hits; AID 1486, 2009;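 active means inhibition above a per-campaign cutoff, the mean inhibition of all tested compounds plus 3 SD, cut at about 27% in these data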;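 further: 0% = DMSO wells and 100% = JAK Inhibitor I control wells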
S1P4 antagonist: S1P4 receptor antagonists, primary screen, cell-based; Sphingosine 1-phosphate receptor 4 (Homo sapiens), O95977; S1P4-expressing cells, antagonist mode, reporter read-out; inhibition, % at 4.98 µM; 220,000 compounds, 0.26% hits; AID 1510, 2009; in the data active means inhibition above about 29%;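 further: 0% = wells stimulated with agonist and 100% = vehicle wells without agonist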
TRPML3 agonist: human TRPML3 channel agonists, primary screen, cell-based, HEK293 TRPML3-YFP, Fluo-8 calcium fluorescence, 3 µM | 100% = the carbachol control signal | activation, % at 3 µM | 220,000 compounds, 0.29% hits;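 active means activation above its plate's cutoff, the mean activation of the plate's test wells plus 3 SD, cut at about 12% in these data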;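 further: 0% = DMSO only wells and 100% = carbachol wells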
Target sequence (Q8TDD5 whole entry, looked up): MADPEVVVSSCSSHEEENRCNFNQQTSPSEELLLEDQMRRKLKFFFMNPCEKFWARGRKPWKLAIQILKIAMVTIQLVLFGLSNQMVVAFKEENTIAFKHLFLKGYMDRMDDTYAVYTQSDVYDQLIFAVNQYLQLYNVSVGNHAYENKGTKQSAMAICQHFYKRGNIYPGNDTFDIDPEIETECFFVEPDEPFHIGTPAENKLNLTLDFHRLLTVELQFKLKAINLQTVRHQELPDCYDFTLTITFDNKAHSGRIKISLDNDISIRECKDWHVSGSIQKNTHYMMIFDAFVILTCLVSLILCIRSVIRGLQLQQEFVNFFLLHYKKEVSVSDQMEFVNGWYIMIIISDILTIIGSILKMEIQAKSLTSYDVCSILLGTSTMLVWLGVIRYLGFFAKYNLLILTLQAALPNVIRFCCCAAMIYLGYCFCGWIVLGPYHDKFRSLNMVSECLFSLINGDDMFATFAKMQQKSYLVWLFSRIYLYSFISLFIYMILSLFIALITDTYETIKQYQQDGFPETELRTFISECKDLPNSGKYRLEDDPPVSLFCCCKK
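Test system: HEK293 cells stably carrying human TRPML3-YFP; Doses: single dose, 3 µM final nominal compound, 0.3% DMSO final; Schedule: dye loading 1 h 37 °C then 30 min ambient, 125 s read; Technique: Fluo-8 calcium fluorescence; Benchmarks: high control carbachol 87 µM, low control DMSO.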
EP2 modulator: EP2 receptor modulators, cAMP readout, primary screen, cell-based, HTRF cAMP, PGE2 stimulation; Prostaglandin E2 receptor EP2 subtype (Homo sapiens), P43116; EP2-expressing cells, cAMP HTRF FRET, PGE2 co-stimulation; induction, % at 25 µM; 260,000 compounds, 0.83% hits; AID 940, 2007;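 active means compounds whose cAMP rise, as percent of the full-agonist control response, exceeds 60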;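 further: rat C6 glioma line stably carrying human EP2 under a CMV promoter; the protocol text gives 20 µM as final concentration; 100% = response of wells given 1 µM PGE2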
Calpain2 inh: inhibitors of pig calpain II, primary screen, biochemical, fluorogenic peptide substrate, 1536-well; purified calpain II, 30 min; inhibition, % at 16 µM; 220,000 compounds, 0.37% hits;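 active means inhibition above about 50%, limit read from the data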
TRPN1 ag: zebrafish TRPN1 channel agonists, primary screen, cell-based, HEK293, calcium fluorescence; transient receptor potential cation channel N1 (TRPN1/NompC), Danio rerio; HEK293 zebrafish TRPN1-YFP, Fluo-8 calcium fluorescence; 100% = response to 87 µM carbachol; 220,000 compounds, 0.18% hits; AID 1424, 2008; activation, % at 3 µM;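 active means activation above its plate's cutoff, the mean activation of test wells on that plate plus 3 SD, cut at about 19% in these data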;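 further: 0% = DMSO alone and 100% = 87 µM carbachol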
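Control set: carbachol 87 µM as high control, DMSO as low control; system: HEK293 stable line with zebrafish TRPN1-YFP; read-out: % activation versus carbachol response; detection: intracellular calcium fluorescence with Fluo-8; doses: single test compound dose, 3 µM nominal, 0.3% DMSO; schedule: dye 1 h 37 °C plus 30 min RT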
Ba/F3 V617F tox: reduced viability of JAK2V617F-dependent Ba/F3 cells, primary screen, JAK2V617F inhibitor project, cell-based, Ba/F3 EpoR-JAK2V617F, luminescence; ATP luminescence; inhibition, % at 5.6 µM; 220,000 compounds, 1.1% hits;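 active means inhibition above the campaign mean plus 3 SD over all tested compounds, cut at about 24% in these data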;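 further: cytokine-independent growth of Ba/F3 cells driven by EpoR plus mutant JAK2; 0% = DMSO-treated cells and 100% = JAK inhibitor I control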
An asterisk follows results filed as active; i = inactive; & = joins results of further samples. An unsorted share of the library, and some 3.6% of all compounds hit somewhere here.

#1 O=c1c(O)c(-c2cccs2)oc2ccccc12
#2 CCOc1ccc(C(=O)Nc2cc(C)c3c(=O)oc4ccccc4c3n2)cc1
#3 O=C(c1cnn(C(=O)c2ccc(O)cc2)c1)c1ccccc1O
#4 COc1ccc2cnn(-c3ccc(C)cc3)c(=O)c2c1OC
#5 COC(=O)CNc1n[nH]c(=S)[nH]c1=O
#6 Cc1cc(=O)n(CNC(=O)c2ccccc2)c(=S)[nH]1
#7 Cn1nc(-c2ccccc2)c(CO)c1Sc1ccccc1
#8 CCOC(=O)c1oc2cc(OC(C)=O)ccc2c(=O)c1-c1ccc(OC)c(OC)c1
Compound	1	2	3	4	5	6	7	8
PERK inhibitor	-1.4	1.1	1.0	0.7	0.9	-0.6	0.0	0.8
S1P4 ag	-2.0	-1.6	0.2	2.3	-0.8	-0.6	2.2	0.0
BaF3 tox	14	4	6	6	-2	4	7	0
S1P4 antagonist	13	-24	-15	-12	-1	2	-19	-3
TRPML3 agonist	16*	-0.4	-0.2	0.9	0.6	0.1	1.0	-0.1
EP2 modulator	13	44	16	-1	15&-17	-33	-31	2
Calpain2 inh	i	-39	-27	0	2	10	-18	15
TRPN1 ag	26*	-0.3	-0.1	-0.3	-0.2	0.0	0.4	0.9
Ba/F3 V617F tox	2	-3	2	-2	-2	3	-1	2

#9 CC1Cc2ccccc2N1C(=S)Nc1ccc(S(N)(=O)=O)cc1 (configuration not stated)
#10 CC(C)NS(=O)(=O)c1ccc(NC(=S)NC(=O)c2ccc(-c3ccccc3)cc2)cc1
#11 Cc1ccccc1C(=O)N/N=C/c1ccc([N+](=O)[O-])s1
#12 COc1ccc(S(=O)(=O)CCC(=O)N2c3ccccc3CC2C)cc1 (configuration not stated)
#13 CC(=O)SCC(C)C(=O)NCc1ccccc1 (configuration not stated)
#14 CCNc1ccc(Br)cc(C(=O)/C=C/c2ccc3c(c2)OCO3)c1=O
#15 CCCCn1c(Cl)nc2c1c(=O)n(C)c(=O)n2C
#16 N#Cc1c(-c2ccccc2)nc(SCc2nc(N)nc(N3CCCCC3)n2)[nH]c1=O
Compound	9	10	11	12	13	14	15	16
PERK inhibitor	1.3	-0.5	0.8	-0.5	0.0	-0.3	0.3	0.1
S1P4 ag	-2.8	0.7	0.1	-0.1	-0.6	0.9	-4.3	0.8
BaF3 tox	2	3	5	3	3	5	7	3
S1P4 antagonist	5	7	4	-14	-9	-1	3	-3
TRPML3 agonist	0.9	0.6	0.8	0.0	0.2	-0.1	-0.2	0.0
EP2 modulator	-59	-35	-12	-21	-7	16	23	41
Calpain2 inh	4	-32	-12	9	-25	-123	-9	21
TRPN1 ag	1.9	-0.4	-0.1	-1.6	1.9	0.6	-0.5	1.8
Ba/F3 V617F tox	-2	4	2	-2	0	3	0	-4

#17 Cc1ccccc1OCC(=O)N/N=C/c1cc2ccccc2nc1Cl
#18 C=C1C(O)C[C@H]2C(=C)CCC3[C@H](OC(=O)[C@]3(O)CO)[C@@H]12 (some centres not stated)
#19 O=C(Cn1ncc2c(=O)oc3ccccc3c21)N1CCCc2ccccc21
#20 CSc1nc(C)c2c(n1)N(c1ccc(C(C)C)cc1)CC2
#21 CCCn1c(SCC(=O)N2CCCc3ccccc32)nnc1-c1ccccn1
#22 CC(C)c1onc(C(=O)NCc2ccc(F)cc2)c1[N+](=O)[O-]
#23 CCc1ccc(NC(=O)CCn2c(=O)oc3ccccc32)cc1
#24 CCOC(=O)c1ccc(NC(=O)CSc2nnc(-c3cccs3)n2CC)cc1
Compound	17	18	19	20	21	22	23	24
PERK inhibitor	0.0	0.3	1.5	0.5	-2.0	0.8	0.5	-0.3
S1P4 ag	1.1	1.3	0.4	1.9	3.4	-0.5	-0.2	1.1
BaF3 tox	1	0	13	1	0	4	10	1
S1P4 antagonist	-13	3	3	-10	14	0	-4	-5
TRPML3 agonist	0.1	0.8	-0.1	0.1	-0.4	-0.1	-0.5	0.3
EP2 modulator	-34	37	1	22	-16	-57	2	16
Calpain2 inh	-75	-14	18	-49	3	25	-6	-16
TRPN1 ag	0.4	0.7	0.5	0.6	-0.1	0.0	-1.8	-1.9
Ba/F3 V617F tox	-3	-3	-1	-5	2	1	-2	-6

#25 Cc1ccc(SC(c2ccccc2)C(Cn2cncn2)C(=O)c2ccccc2)cc1 (configuration not stated)
#26 CCOCc1cnc(C)nc1NCC(=O)c1c(C)[nH]c2cc(C)ccc12
#27 CCCn1nnc(NC(=O)COc2ccccc2Cl)n1
#28 CCOC(=O)n1c(=O)oc2ccc(Cl)cc21
#29 NCCN1CCN(CCN)CC1
#30 Cc1ccc(CSCC(Nc2ccc(C(=O)O)cc2[N+](=O)[O-])C(=O)O)cc1 (configuration not stated)
#31 Cc1ccc(S(=O)(=O)NCC(=O)N(CC(=O)NCC2CCCO2)CC2CCCO2)cc1 (configuration not stated)
#32 Cc1cc(=O)n2ccccc2c1C#N
Compound	25	26	27	28	29	30	31	32
PERK inhibitor	-1.9	-0.2	0.8	1.4	1.1	-0.5	0.8	0.6
S1P4 ag	2.1	-1.4	-1.4	-1.1	-1.5	-2.5	1.7	0.8
BaF3 tox	7	0	3	8	10	4	8	4
S1P4 antagonist	-8	-11	-7	0	-4	-10	6	-40
TRPML3 agonist	0.3	0.4	-0.1	-0.3	0.9	1.3	0.4	0.8
EP2 modulator	14	16	-4	9	10	9	1	17
Calpain2 inh	3	-24	-14	11	-159	-37	-8	-463
TRPN1 ag	0.8	1.1	0.7	-0.4	0.0	-0.3	-0.3	1.6
Ba/F3 V617F tox	7	-3	-1	17	7	-3	-2	0

One compound at a time, from the list above. Values in the order: PERK inhibitor | S1P4 ag | BaF3 tox | S1P4 antagonist | TRPML3 agonist | EP2 modulator | Calpain2 inh | TRPN1 ag | Ba/F3 V617F tox
Listed for CCCn1nnc(NC(=O)COc2ccccc2Cl)n1 → 0.8 | -1.4 | 3 | -7 | -0.1 | -4 | -14 | 0.7 | -1
Listed for N#Cc1c(-c2ccccc2)nc(SCc2nc(N)nc(N3CCCCC3)n2)[nH]c1=O → 0.1 | 0.8 | 3 | -3 | 0.0 | 41 | 21 | 1.8 | -4
Listed for CCc1ccc(NC(=O)CCn2c(=O)oc3ccccc32)cc1 → 0.5 | -0.2 | 10 | -4 | -0.5 | 2 | -6 | -1.8 | -2
Listed for Cc1ccc(SC(c2ccccc2)C(Cn2cncn2)C(=O)c2ccccc2)cc1 (configuration not stated) → -1.9 | 2.1 | 7 | -8 | 0.3 | 14 | 3 | 0.8 | 7
Listed for Cn1nc(-c2ccccc2)c(CO)c1Sc1ccccc1 → 0.0 | 2.2 | 7 | -19 | 1.0 | -31 | -18 | 0.4 | -1

The results go on:
#33 COc1ccc(CNC(=O)c2cc(C)nc3ccccc23)cc1OC
#34 COC(=O)c1c(C(=O)OC)c(-c2ccc(Cl)cc2)n2c1CS(=O)(=O)C2
#35 COc1ccc([N+](=O)[O-])cc1/C=N/NC(=O)/C(=C\c1cccs1)NC(=O)c1ccccc1
#36 Cc1onc(-c2ccccc2)c1NC(=O)N(CCC#N)Cc1ccccc1
#37 Cc1c(C(=O)OC2CCCC2)[nH]c2c1C(=O)CC(c1ccco1)C2 (configuration not stated)
#38 Cc1ccc2cc(-c3noc(C(C)(C)C)n3)c(=O)[nH]c2c1
#39 CCN1CCN(C(=O)C2c3cc(OC)c(OC)cc3C(=O)N3CCc4ccccc4C23)CC1 (configuration not stated)
#40 CN1/C(=c2/s/c(=C3/C(=O)N(c4ccccc4)NC3=Nc3ccccc3)n(C)c2=O)C(C)(C)c2ccccc21
Compound	33	34	35	36	37	38	39	40
PERK inhibitor	1.2	1.1	-0.1	-0.3	-0.6	1.5	-0.1	-1.8
S1P4 ag	-0.1	0.9	0.3	0.6	-1.3	-0.4	2.4	-1.5
BaF3 tox	0	7	7	0	81*	5	1	1
S1P4 antagonist	2	-21	0	-5	18	-3	-7	3
TRPML3 agonist	1.1	0.7	0.0	-0.2	-0.2	0.6	-0.3	1.5
EP2 modulator	18	-20	-1	-44	-12	8	28	16
Calpain2 inh	-25	19	-131	-9	-31	-97	-19	-92
TRPN1 ag	1.3	0.7	0.1	1.5	1.8	-0.3	-0.3	2.2
Ba/F3 V617F tox	-1	1	5	3	77*	0	0	3

#41 CC(/C=N/n1c(-c2cc(C)[nH]n2)n[nH]c1=S)=C\c1ccccc1
#42 O=C(Nn1cnnc1)c1ccc(Cl)c([N+](=O)[O-])c1
#43 Cc1ccc(-n2c(=O)cc(N3CCc4ccccc4C3)[nH]c2=O)cc1
#44 COc1ccc(Cl)cc1C(=O)NC(=S)Nc1cc(-c2nc3ccccc3[nH]2)ccc1C
#45 CCN(c1cccc2ccccc12)S(=O)(=O)c1ccc(Cl)nc1
#46 Cc1cc(NC(=O)CC#N)n(-c2nc3ccccc3[nH]2)n1
#47 Cc1cc(C)cc(NC(=S)N2CCN(c3ccc(F)cc3)CC2)c1
Compound	41	42	43	44	45	46	47
PERK inhibitor	0.4	1.8	-0.4	-1.4	-0.1	1.4	1.2
S1P4 ag	-1.5	0.7	-1.3	4.3	1.5	-1.2	-0.3
BaF3 tox	9	-3	1	6	-1	1	-2
S1P4 antagonist	-4	4	-29	-15	6	14	-7
TRPML3 agonist	-0.2	1.3	0.8	0.0	-0.8	1.3	0.5
EP2 modulator	5	0	24	-23	65*	-15	-8
Calpain2 inh	9	-8	-13	-15	38	1	-6
TRPN1 ag	1.7	0.3	-0.4	0.5	-3.4	1.2	0.2
Ba/F3 V617F tox	3	-3	-3	4	3	-4	-6

Some of the entries above in a different format:
42. O=C(Nn1cnnc1)c1ccc(Cl)c([N+](=O)[O-])c1
  PERK inhibitor = 1.8; S1P4 ag = 0.7; BaF3 tox = -3; S1P4 antagonist = 4; TRPML3 agonist = 1.3; EP2 modulator = 0; Calpain2 inh = -8; TRPN1 ag = 0.3; Ba/F3 V617F tox = -3
43. Cc1ccc(-n2c(=O)cc(N3CCc4ccccc4C3)[nH]c2=O)cc1
  PERK inhibitor = -0.4; S1P4 ag = -1.3; BaF3 tox = 1; S1P4 antagonist = -29; TRPML3 agonist = 0.8; EP2 modulator = 24; Calpain2 inh = -13; TRPN1 ag = -0.4; Ba/F3 V617F tox = -3
